High-throughput results as filed in PubChem.
Mm-Cpn inhibitor: inhibitors of Methanococcus maripaludis chaperonin (MmCpn); purified Mm-Cpn ATPase, ADP Transcreener TR-FRET; Potency, µM (titrated, usually from 76.9 µM), for the others: top-dose activity, negative = inhibition, actives largely listed as inhibitors; 330,000 compounds, 0.031% hits; note: potency is the fitted concentration of half-maximal effect; % is set by controls: 0 for no effect and ±100 for the full control effect; nearly all actives have a fitted effect of over 80% in size
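Reaction buffer contained 30 mM Tris pH 7.4, 100 mM KCl, 5 mM MgCl2 and 1 mM DTT. Mm-CPN (25 nM final) hydrolysed 10 uM ATP over 30 min at 37°C; ADP was read by HTRF.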
PTHR1 ag: activates the human parathyroid hormone receptor PTHR1; HEK293 GP2 PTHR1 cells, GloSensor cAMP luminescence, 1 h; Potency, µM (doses to about 115 µM), for inactives: at the highest dose activation, hits mostly activators; 410,000 compounds, 0.075% hits; AID 743266; note: potency is the fitted concentration of half-maximal effect; nearly all actives have a fitted effect of over 55% in size; some results filed as inactive show a strong effect at the top dose; inactives centre near -15; many of its hits are not listed in these tables
Target sequence (Q03431 whole entry, looked up): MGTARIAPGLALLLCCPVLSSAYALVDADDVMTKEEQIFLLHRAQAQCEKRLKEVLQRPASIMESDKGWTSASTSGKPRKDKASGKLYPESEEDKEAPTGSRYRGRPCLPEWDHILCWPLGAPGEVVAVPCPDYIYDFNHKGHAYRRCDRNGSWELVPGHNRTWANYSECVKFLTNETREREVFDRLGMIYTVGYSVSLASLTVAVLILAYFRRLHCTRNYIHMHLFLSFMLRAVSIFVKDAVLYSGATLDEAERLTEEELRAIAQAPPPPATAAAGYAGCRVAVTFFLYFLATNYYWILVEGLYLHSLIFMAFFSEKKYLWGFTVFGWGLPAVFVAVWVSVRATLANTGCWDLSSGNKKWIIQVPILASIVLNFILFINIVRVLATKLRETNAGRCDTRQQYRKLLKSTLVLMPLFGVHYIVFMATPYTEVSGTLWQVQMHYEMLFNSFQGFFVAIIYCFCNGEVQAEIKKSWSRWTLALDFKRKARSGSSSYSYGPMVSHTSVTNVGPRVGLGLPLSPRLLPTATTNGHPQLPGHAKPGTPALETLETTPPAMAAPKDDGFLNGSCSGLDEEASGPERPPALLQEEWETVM
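HEK-293-derived GP2 cells expressing PTHR1 and a GloSensor cAMP reporter, 3,000/well, plated overnight, given luciferin plus IBMX (each 0.5 mM as added) for 1 h at 37 °C, then compound for 1 h at 37 °C. Luminescence was read after 15 min at room temperature.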
aSyn yeast inh: inhibitors of alpha-synuclein toxicity in yeast; Yeast expressing alpha-synuclein, growth rescue, BacTiter-Glo, 24 h; Potency, µM (top dose mostly 46.1 µM), for the others: top-dose growth rescue (activation), most hits filed as activators; 370,000 compounds, 0.14% hits; AID 652106; note: potency is the fitted concentration of half-maximal effect; % of control where 0% means no effect; nearly all actives have a fitted effect of over 65% in size
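Screening used galactose-induced yeast with toxic alpha-synuclein levels, exposed to compound for 24 hr at 30 deg C. Cell growth, read with BacTiter-Glo luminescence, gave the measured signal.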
GLP1R inv ag: GLP-1 receptor (human) inverse agonism | HEK293 GLP-1R CRE-luciferase, luminescence, 24 h; GLP-1R form is constitutively active | P43220 | 410,000 compounds, 1.6% hits | Potency, µM (top dose mostly 38.3 µM), for the others: at the top dose activity change, negative = inhibition, actives largely listed as inhibitors | AID 624417; note: potency is the fitted concentration of half-maximal effect; % is set by controls: 0 for no effect and ±100 for the full control effect; nearly all actives have a fitted effect of over 55% in size
Target sequence (P43220 whole entry, looked up): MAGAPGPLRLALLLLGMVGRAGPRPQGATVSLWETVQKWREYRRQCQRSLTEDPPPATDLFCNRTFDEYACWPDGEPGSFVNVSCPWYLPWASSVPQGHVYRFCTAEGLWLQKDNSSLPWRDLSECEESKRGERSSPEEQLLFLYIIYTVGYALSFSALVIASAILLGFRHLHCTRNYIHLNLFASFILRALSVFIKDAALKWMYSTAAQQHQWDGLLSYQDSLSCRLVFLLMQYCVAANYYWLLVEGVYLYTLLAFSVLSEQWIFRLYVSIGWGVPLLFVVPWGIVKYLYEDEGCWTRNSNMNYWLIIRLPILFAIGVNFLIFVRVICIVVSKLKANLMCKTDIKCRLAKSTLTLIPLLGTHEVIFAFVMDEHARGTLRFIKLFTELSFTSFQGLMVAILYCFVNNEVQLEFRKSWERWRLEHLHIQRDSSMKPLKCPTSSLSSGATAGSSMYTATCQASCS
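HEK293 cells stably co-expressing a cAMP-responsive luciferase reporter and constitutively active GLP-1R were seeded, incubated 12 h, then exposed to compounds for 24 h at 37 C. Luminescence was read 12 min after detection reagent; inverse agonists lower signal.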
Akt phos inh: Akt phosphorylation inhibition | activity change, % for hits at 50 µM | 360,000 compounds, 0.32% hits | AID 651550 | Neuro2A IGF-stimulated pAkt S473 HTRF, 20 min; active compounds read low; in the data active = activity change below about -80%; inconclusive = mostly about -51% to -80%; note: % is set by controls: 0 for no effect and ±100 for the full control effect
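Neuro2A cells (4,500/well, DMEM with 0.5% FBS) were treated with compound at a single 50 µM final concentration, stimulated with 6 nM IGF for 20 min at 37 °C, and lysed. Phospho-Akt Ser473 was read by HTRF as 665/615 ratio ×10^4.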
FUS suppressor: FUS proteinopathy suppression in yeast | S. cerevisiae FUS-expressing, growth rescue, OD600, 24 h | Potency, µM (titrated, usually from 76.6 µM), for the others: top-dose growth rescue (activation), usual class: activators | 390,000 compounds, 0.24% hits | AID 1347120;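 note: potency is the fitted concentration of half-maximal effect; plate controls were DMSO vehicle for no effect and reference control for full effect; nearly all actives have a fitted effect of over 55% in size; some results filed as inactive show a strong effect at the top dose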
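Cultures pregrown in 2.5% raffinose medium are shifted to minimal medium containing 2% galactose to express toxic FUS. Compounds are tested at several concentrations. After 24hr at 30C, growth is quantified at 600 nm absorbance.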
Abeta yeast res: A-beta toxicity reversal in yeast. yeast expressing A-beta42, growth rescue, OD600, 48 h; response scale: 0% DMSO, 100% iron-clioquinol control. Potency, µM (top dose mostly 46.1 µM), inactives show at the highest dose growth rescue, actives largely listed as activators. 410,000 compounds, 0.063% hits; note: potency is the fitted concentration of half-maximal effect; nearly all actives have a fitted effect of over 55% in size
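Growth rescue measured by 600 nm absorbance after 48 h yeast culture at 30 C with compound. Values normalized between DMSO and an equimolar ferric chloride plus clioquinol control.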
TDP-43 yeast inh: rescues yeast growth from TDP-43 toxicity. TDP-43 expressing yeast growth rescue, BacTiter-Glo, 24 h. Potency, µM (titrated, usually from 46.1 µM), inactives show top-dose growth rescue (activation), most hits filed as activators. 410,000 compounds, 1.8% hits. AID 652104; note: potency is the fitted concentration of half-maximal effect; % of control where 0% means no effect; nearly all actives have a fitted effect of over 50% in size
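Cell-based yeast growth screen: TDP-43 expression induced in galactose, inoculum OD600=0.02 after raffinose pregrowth to mid-log. Read-out BacTiter-Glo luminescence at 24 hr, 30 deg C; inhibition of toxicity seen as signal increase.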
GLP1R cytotox: cytotoxicity in counter-screen for GLP-1R inverse agonists; 410,000 compounds, 0.13% hits; HEK293 cAMP-luciferase reporter cells, luminescence, 24 h; Potency, µM (series often up to 38.3 µM), for the others: top-dose activity change, negative = inhibition, hits mostly inhibitors; AID 624418;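 note: loss of luciferase light is scored as toxicity; potency is the fitted concentration of half-maximal effect; % is set by controls: 0 for no effect and ±100 for the full control effect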
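Cells in DMEM/10% Nu serum/1% pen-strep, 1536-well format. Pre-incubated 12 h, dosed with 23 nL compound, incubated a further 24 h. Luciferase detection, 12 min at room temp, luminescence.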
* marks the source's active call; other numbers are inactive results; i = inactive; ? = inconclusive; nt = no result given; [ ] = remark or other dose. Unless noted, calls come from the whole dose curve; as a rule, active = well fitted curve in the direction sought with a large enough effect; inconclusive = small, poorly fitted or top-dose-only effect, or another doubt; inactive = no such curve, though single readings can be large; an effect the other way counts as inactive or inconclusive. An excerpt. The share of hits here may be higher or lower than overall.

SMILES	GLP1R cytotox	Mm-Cpn inhibitor	Abeta yeast res	aSyn yeast inh	Akt phos inh	GLP1R inv ag	FUS suppressor	TDP-43 yeast inh	PTHR1 ag
CC1CCC(C(C)C)C(OCC(O)CNC(C)C)C1 (configuration not stated)	-14%	0%	6%	2%	i	?	0%	8%	?
Cc1ncsc1C(=O)O	-7%	-2%	-11%	9%	i	-15%	-15%	6%[9.22 µM]	i
Cc1cccc(C)c1NC(=O)CNC(=O)CCCc1c[nH]c2ccccc12	-4%	-1%	-17%	4%	i	-21%	6%	4%	-13%
O=C(NCc1ccco1)/C(=C\c1cccs1)NC(=O)c1ccco1	-2%	-4%	2%	0%	i	0%	7%	-12%	15%
Cc1ccc(N2CC(NC(=O)C3CCCC3)CC2=O)cc1 (configuration not stated)	0%	nt	4%	nt	nt	20%	13%	22%	6%
COc1cccc(NC(=O)C2(C)CCN2Cc2ccccc2Cl)c1 (configuration not stated)	-9%	nt	-13%	-5%	i	?	-12%	5%	-42%[inhibitor]
CCN(CC)CCCNC(=O)CSc1nc2nc(C)c(Cc3ccccc3C)c(C)n2n1	-5%	nt	-10%	nt	nt	-15%	-6%	6%	-11%
COc1cc(C2C(C#N)=C(N)Oc3c2oc(CO)cc3=O)ccc1OC(C)C (configuration not stated)	-16%	2%	-3%	4%	i	10%	12%	0%	-6%[57.5 µM]
Cc1cc(C(=O)OCC(=O)NCCN2C(=O)CSC2=O)ccc1[N+](=O)[O-]	2%	1%	4%	4%	i	1%	25%	0%	-11%
COc1ccc(CN2CCN(C(=O)c3ccc4nc(N5CCOCC5)sc4c3)CC2)c(OC)c1OC	3%	2%	-14%	0%	i	14%	13%	12%	i

Arranged by molecular weight (lowest first): part of the list above
SMILES	GLP1R cytotox	Mm-Cpn inhibitor	Abeta yeast res	aSyn yeast inh	Akt phos inh	GLP1R inv ag	FUS suppressor	TDP-43 yeast inh	PTHR1 ag
Cc1ncsc1C(=O)O	-7%	-2%	-11%	9%	i	-15%	-15%	6%[9.22 µM]	i
O=C(NCc1ccco1)/C(=C\c1cccs1)NC(=O)c1ccco1	-2%	-4%	2%	0%	i	0%	7%	-12%	15%
Cc1cccc(C)c1NC(=O)CNC(=O)CCCc1c[nH]c2ccccc12	-4%	-1%	-17%	4%	i	-21%	6%	4%	-13%

More results
SMILES	GLP1R cytotox	Mm-Cpn inhibitor	Abeta yeast res	aSyn yeast inh	Akt phos inh	GLP1R inv ag	FUS suppressor	TDP-43 yeast inh	PTHR1 ag
NNC(=O)c1cc2cc3ccccc3nc2s1	-21%	-3%	-43%[inhibitor]	-5%	i	?	12%	?	i
O=C(c1cccc(F)c1)N1CCN(C2CCCCC2)CC1	0%	-2%	-22%	-3%	i	-27%	-24%	-11%	-9%[57.5 µM]
O=C(Nc1cccc(Cl)c1)Nn1cnnc1	0%	5%	-2%	-1%	i	1%	-6%	-1%	i
Clc1nssc1=Nc1ccc(Br)cc1	1%[0.307 µM]	2%	-93%[inhibitor]	-82%[inhibitor]	i	-2%[0.307 µM]	-2%	?	-28%
O=C(Nc1ccccc1C(=O)O)c1cccc(NS(=O)(=O)c2ccc(Br)cc2)c1	-5%	3%	-5%	-8%	i	8%	11%	-3%	i
Cc1ncc(CO)c(/C=N/NC(=O)c2ccccc2Br)c1O	29%	-3%	0%	6%	i	4%	9%	8%	i
CC(CC(=O)N1CCN(S(=O)(=O)c2ccccc2)CC1)n1cncn1 (configuration not stated)	1%	1%	-2%	-4%	i	5%	22%	-18%	-12%
NC(=O)N/N=C1\CCS(=O)(=O)c2ccc(F)cc21	-2%	3%	7%	2%	i	32%[activator]	13%	8%	i
Cc1cc(NS(=O)(=O)c2ccc(NC(=S)NC(=O)/C=C/c3ccccc3)cc2)no1	-8%	0%	1%	-7%	i	5%	8%	-5%	-15%
COc1ccc(NC(=O)Nc2ccc(F)c(F)c2)c(OC)c1	-28%	-13%	-7%	-15%	i	?	-13%	2%	-2%
CSCC[C@H](NC(=O)c1ccc(Cl)c([N+](=O)[O-])c1)c1nc2ccccc2[nH]1	?	0%	-16%	-6%	i	0%	nt	6%	-78%[inhibitor]
COC(=O)CN(C(=S)Nc1ccc(F)cc1)C1CC(=O)N(c2ccccc2)C1=O (configuration not stated)	9%	-1%	13%	-4%	i	0%	-6%	-25%	-10%
O=C(CCN1CCCCO1)NC1CCCc2c1cnn2-c1ccc(F)cc1F (configuration not stated)	-2%	nt	5%	-9%	i	0%	-44%	9%	-12%
CCOC(=O)c1cnc2nc(C)nn2c1N	-5%	-1%	-6%	0%	i	3%	10%	-6%[9.22 µM]	-15%
CC1C(=O)N(Cc2cn(CC3CCCCC3)nn2)CCS(=O)(=O)N1Cc1ccc(-c2ccncc2)cc1 (configuration not stated)	-2%	nt	-12%	-3%	i	25%	11%	2%	-86%[inhibitor]
O=C(Cc1ccc(-n2c(=O)[nH]c3ccccc3c2=O)cc1)N1CCN(c2ccccc2)CC1	1%	0%	17%	-3%	i	1%	10%	6%	-20%
CCCCc1cc(=O)oc2cc(C)c3c(C(C)(C)C)coc3c12	3%	nt	-11%	nt	nt	?	-19%	6%	i
COc1cccc(CCNC(=O)C2CCCN(c3ncnc4c3nc3n4CCCCC3)C2)c1OC (configuration not stated)	1%	2%	8%	1%	i	1%	-12%	13%	-9%
O=C(Nc1cc(S(=O)(=O)N2CCOCC2)ccc1OCC(F)(F)F)C1CCCC1	3%	nt	-9%	0%	i	1%	28%	?	i
O=C(OCCOCCN=C1NS(=O)(=O)c2ccccc21)c1ccncc1	0%	1%	16%	-5%	-107%*	10%	2%	-17%	?
CCOc1ccccc1NC(=O)Nc1cnccn1	9%	2%	-29%	0%	i	30%	-12%	-6%	-12%
CCOC(=O)c1c(NC(=O)COc2ccc(Br)cc2)sc(C(C)=O)c1C	0%	nt	-10%	nt	nt	9%	-15%	-1%	i
Cc1ccc(Cl)cc1NC(=O)CNC(=O)N1CC(=O)Nc2ccccc21	-11%	-1%	-4%	-3%	i	10%	8%	-5%	i
COc1cc(OC)cc(C(=O)Nc2cccc(NC(C)=O)c2)c1	1%	-1%	1%	-2%	i	11%	-7%	-18%	i
Cc1cccc(N(C)C(=O)CCS(=O)(=O)c2ccc3c(c2)oc(=O)n3C)c1	-3%	nt	-9%	nt	nt	-8%	19%	23%	-8%
Cc1cc(/C=N/NC(=O)C(=O)NCc2ccccn2)c(C)n1-c1cccc(Br)c1	-6%	1%	-20%	2%	i	?	12%	0%	-18%
Nc1ncnc2c1cnn2C1CCCCC1	-1%	-4%	-9%	-7%	i	19%	-18%	-4%	i
COc1cccc(CNC(=O)CCC2CCCN(C(=O)c3cc4ccccc4o3)C2)c1 (configuration not stated)	-24%	-2%	10%	9%	i	?	0%	3%	-28%
COc1ccc(CCNC(=O)c2n[nH]c(=O)c3ccccc23)cc1	1%	-11%	-4%	-20%	i	42%[activator]	-1%	10%	i
COc1ccc(/C=C/C(=O)NCc2cn(C)nc2C)cc1COc1ccc(Cl)cc1Br	?	-2%	2%	6%	i	0%	28%	-19%	i
O=C(NCc1ccco1)C1CC(=O)N(CCc2ccccc2)C1 (configuration not stated)	-19%	0%	13%	7%	i	4%	11%	2%	i
COc1cc(OC)cc(C(=O)NCCOc2ccccc2)c1	3%	1%	19%	8%	i	-5%	-13%	30%	-10%
NS(=O)(=O)c1cccnc1Nc1c(Cl)cccc1Cl	14%	-2%	-10%	-4%	i	1%	-13%	-4%	-13%
O=C(O)Cc1sc(Nc2ccc(F)cc2)nc1-c1cccs1	-4%	-2%	-5%	-8%	i	?	18%	?	-2%
COc1cccc(N2CCN(c3cnc4ccccc4n3)CC2)c1	11%	2%	-16%	6%	i	1%	11%	35µM*	-24%
O=C(CCc1nc2ccccc2[nH]c1=O)OCc1ccc(S(=O)(=O)N2CCOCC2)cc1	10%	-1%	-9%	1%	i	9%	31%	-10%	-6%[57.5 µM]
COc1ccc(NC(=O)N(C)C[C@@H]2OCc3cnnn3CCCC(=O)N([C@H](C)CO)C[C@H]2C)cc1	-6%	nt	-3%	-10%	i	15%	-18%	6%	-25%
CC(C)[C@H](NC(=O)c1ccccc1F)C(=O)NC1CCCCCCC1	-4%	-4%	-4%	0%	i	?	nt	-11%	-38%[inhibitor]
CCOC(=O)C1=C(N)Oc2c(oc(CO)cc2=O)C1c1ccc(F)cc1 (configuration not stated)	-6%	-1%	-22%	-4%	i	-9%	8%	-15%	i
CCN(CC)CCNC(=O)CSc1nc2nc(C)c(Cc3ccccc3)c(C)n2n1	-4%	nt	-27%	nt	nt	-8%	-22%	1%	i
CCn1c(COc2ccc(=O)n(-c3ccccc3)n2)nnc1SCc1cccc(OC)c1	11%	3%	-1%	0%	i	0%	8%	-2%	?
Fc1ccc(C(c2nnnn2CCc2ccccc2)N2CCCc3ccccc32)cc1 (configuration not stated)	-8%	nt	8%	0%	i	2.8µM*	13%	8%	-2%
